Rac1 GTP hydrolysis: MgcRacGAP GTPase-activating activity inhibitors, confirmation, biochemical, ADP Hunter fluorescence | MgcRacGAP-stimulated Rac1 GTP hydrolysis, ADP Hunter fluorescence; higher % means a stronger effect; GST-tagged Rac1 F28L mutant substrate | inhibition, % at 30 µM; hits with a dose series show IC50 in µM | hit rate 0.6% among 340,000 | AID 624330;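 active = first-screen hits whose inhibition reached a set limit at any dose in the follow-up dose series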;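 note: fluorescence reports GDP produced by GAP-driven GTP hydrolysis; strong numbers were not always called active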
Large T inhibition: TAg ATPase/helicase activity blockers – biochemical (AID 1903). SV40 large T antigen ATPase/helicase inhibition assay; higher % means a stronger effect. inhibition, % at 20 µM; hits with a dose series show IC50 in µM. hit rate 0.39% among 310,000; in the data active = a potency from the dose series; note: strong numbers were not always called active
GPR35 arrestin U2OS: GPR35 antagonists blocking zaprinast-driven arrestin recruitment, primary screen, imaging, U2OS, beta-arrestin-GFP, zaprinast agonist (AID 2058). hit rate 0.052% among 290,000. inhibition, % at 10 µM, or IC50 in µM where a hit was titrated. U2OS GPR35 beta-arrestin-GFP translocation imaging, zaprinast antagonism; higher % means a stronger effect;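 active = inhibition of at least 50% with at least 30 cells and total cytoplasm GFP at most 10,000,000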
RSV antiviral HEp-2: RSV antiviral activity via CPE protection, HEp-2 cells, primary 10 µM value included (AID 2391) | HEp-2 cells, RSV-induced CPE inhibition; higher % means a stronger effect | CPE inhibition, % at 10 µM; hits with a dose series show IC50 in µM | hit rate 0.13% among 310,000; in the data active = a potency from the dose series; note: strong numbers were not always called active
HIV fusion peptide: cell-free HIV fusion peptide-binding blockers – biochemical, uHTS, fluorescence dequenching, primary screen (AID 1986); inhibition, % at 20 µM; hits with a dose series show IC50 in µM; hit rate 0.3% among 290,000; cell-free peptide binding, fluorescence dequenching, 30 min; higher % means a stronger effect; in the data active = inhibition mostly above about 52%, no sharp cut-off; inactive = mostly below about 76%; note: some results filed as inactive read as strong as hits
Dengue-2 NS5 capping: Dengue-2 NS5 methyltransferase inhibitors, primary screen, biochemical, confirmation dose response (AID 588689); Dengue-2 NS5 methyltransferase capping enzyme assay, biochemical; higher % means a stronger effect; hit rate 0.3% among 340,000; one-dose inhibition, % at 25 µM; IC50 in µM for titrated hits; in the data active = a potency from the dose series
PhoP inhibition: inhibitors of PhoP regulon expression, primary screen, Salmonella Typhimurium, GFP reporter (AID 1863). hit rate 0.16% among 300,000. S. Typhimurium PhoP-regulated promoter GFP reporter, 4 h; higher % means a stronger effect. inhibition, % at 50 µM, or IC50 in µM where a hit was titrated;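 active = inhibition over 29.93%, a cutoff 3 SD above the screen mean, later confirmed by dose response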;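 note: 0% = low Mg2+ inducing control and 100% = high Mg2+ repressing control; strong numbers were not always called active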
GPR55 LPI antagonism: inhibition of LPI-stimulated GPR55 beta-arrestin translocation – imaging, U2OS, beta-arrestin-GFP, LPI agonist, primary screen (AID 2013) | U2OS GPR55 beta-arrestin-GFP translocation imaging, LPI antagonism; higher % means a stronger effect | inhibition, % at 10 µM; hits with a dose series show IC50 in µM | hit rate 0.13% among 290,000;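 active = spots per cell inhibited over 60%, with over 100 cells counted and total cytoplasm intensity under 500,000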;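 note: U2OS cells stably carrying GPR55 and arrestin-GFP stimulated by 5 µM LPI near EC80; imaged beta-arrestin-GFP aggregate spots per cell after agonist stimulation; plate controls were LPI-stimulated DMSO wells for no effect and DMSO wells without LPI for full effect; some results filed as inactive read as strong as hits; confirmed hits need IC50 under 10 µM and bright autofluorescent wells are also inconclusive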
K1F lysis inhibition: protection from phage-mediated lysis, alamar blue read-out – E. coli UTI89, K1F phage, bacterial capsule biogenesis inhibitors (AID 488966); inhibition, % at 100 µM, or IC50 in µM where a hit was titrated; hit rate 0.02% among 340,000; E. coli UTI89 K1F phage lysis, alamar blue, 2 h; higher % means a stronger effect;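 active = phage lysis inhibition, versus mean bacterial control, above a set limit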;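 note: capsule biogenesis inhibitors block K1F phage lysis so surviving cells raise fluorescence; higher fluorescence means more inhibition of phage lysis; actives were called in the ten point dose series up to 300 µM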
Starred values were filed as active, the others as inactive; nt = no result given; [ ] = remark or other dose.

Every second line gives: Rac1 GTP hydrolysis	Large T inhibition	GPR35 arrestin U2OS	RSV antiviral HEp-2	HIV fusion peptide	Dengue-2 NS5 capping	PhoP inhibition	GPR55 LPI antagonism	K1F lysis inhibition
1: CC(c1ccccc1)c1nnc(NC(=O)c2ccc3c(c2)OCO3)s1 (configuration not stated)
→ 3.4%	0.7%	-17.1%	2.1%	-0.4%	-4.6%	-11.2%	-2.6%	-0.1%
2: CCN(CC)c1ccc(C2C(C(=O)OCCOC)=C(C)NC3=C2C(=O)CCC3)cc1 (configuration not stated)
→ 10.3%	20.3%	-9.3%	-1.8%	-0.2%	-1.4%	-4.4%	-2.3%	0.1%
3: C/C(=N\NC(=O)Cc1cccn1C)c1cccs1
→ 12.3%	5.3%	-0.5%	2.5%	1.7%	1.4%	5.3%	6.3%	-1.0%
4: CCCC(=O)Nc1cccc(-c2nc3ccccc3c(=O)o2)c1
→ 12.0%	nt	22.8%	1.9%	0.0%	-6.3%	nt	18.2%	0.3%
5: COc1cc(NC(=O)C2CCN(c3cnccn3)CC2)cc(OC)c1OC
→ 2.0%	16.8%	-8.9%	1.0%	-0.9%	-3.5%	6.2%	10.1%	0.2%
6: CCCCNc1c(N2CCN(C(=O)OCC)CC2)c(=O)c1=O
→ 1.3%	2.6%	4.9%	2.4%	-0.6%	-3.5%	5.2%	-22.2%	0.1%
7: S=C(Nc1ccccc1)N(Cc1ccccc1)Cc1ccncc1
→ 3.6%	5.7%	0.7%	1.6%	0.8%	-3.0%	-4.7%	4.0%	0.0%
8: Cc1ccc2cc3c(nc2c1)N(c1ccccc1)CC3
→ 5.1%	3.9%	-9.7%	0.7%	-1.1%	-3.0%	-14.1%	-10.7%	0.1%
9: O=C(C1=C(O)C(=O)N(CCN2CCOCC2)C1c1ccc([N+](=O)[O-])cc1)c1cc2ccccc2o1 (configuration not stated)
→ 5.6%	9.8%	13.4%	1.2%	2.0%	6.2%	-2.0%	1.0%	-0.2%
10: COC(=O)c1ccc(C)c(NC(=O)CN(c2ccccc2)S(=O)(=O)N(C)C)c1
→ 5.7%	1.0%	-21.4%	-1.1%	0.5%	0.7%	-2.5%	-11.7%	0.0%
11: CCOc1cc(C=C(C(=O)OC)C(=O)OC)ccc1OCc1ccc([N+](=O)[O-])cc1
→ 12.6%	0.7%	22.0%	-4.5%	0.9%	-25.2%	-5.9%	10.5%	-0.2%
12: O=C(COc1ccc([N+](=O)[O-])cc1)NN=C1CCCC1
→ -0.8%	4.7%	-3.4%	1.9%	-2.0%	-7.0%	9.2%	1.6%	-0.8%
13: CCN(CC)c1nc(=S)nc(NC(C)(C)C)[nH]1
→ 5.8%	14.9%	-8.7%	5.0%	-3.9%	2.4%	1.6%	-5.8%	0.9%
14: CCc1cc(C(=O)c2ccccc2OC)c(N)s1
→ 8.5%	12.7%	-3.0%	-0.6%	2.5%	-0.7%	-5.1%	6.1%	0.1%
15: COC(=O)Cc1csc(NC(=O)c2ccc3ncsc3c2)n1
→ 5.4%	nt	nt	2.7%	nt	-9.5%	nt	nt	0.9%[50 µM]
16: Cc1ccccc1N1C(=O)CC(N2CCN(C(=O)c3ccco3)CC2)C1=O (configuration not stated)
→ 4.7%	0.4%	5.8%	0.7%	-0.1%	-3.9%	-1.6%	0.0%	1.8%[50 µM]
17: Cn1cc(CN2CCN(c3cnccn3)CC2)c(-c2cccc(Cl)c2)n1
→ 5.6%	6.7%	-17.4%	-0.1%	1.2%	-2.9%	3.0%	6.3%	0.5%
18: COc1cc(C(=O)NCc2ncccc2C)ccc1OC1CCN(C(C)=O)CC1
→ 11.3%	25.3%	-8.4%	0.0%	-0.5%	-2.6%	2.9%	13.9%	1.1%[50 µM]
19: COc1cccc(-c2c(C(=O)N/N=C(\C)c3cccs3)nnn2-c2nonc2N)c1
→ 4.2%	7.6%	0.4%	17.2%	-1.4%	-4.5%	6.2%	-3.0%	0.4%
20: O=C(/C=C/c1ccccc1)N/C(=C/c1ccccc1)C(=O)Nc1ccc(C(=O)O)cc1
→ 6.6%	8.3%	5.8%	0.9%	7.5%	-3.9%	-7.2%	9.2%	-0.4%[50 µM]
21: CCN(C(=O)CSc1nnc(-c2ccccc2)o1)c1c(N)n(Cc2ccccc2)c(=O)[nH]c1=O
→ 2.9%	22.0%	-3.6%	-1.9%	-1.6%	0.8%	2.0%	0.7%	0.3%
22: CCSc1ncc(C#N)c(N)n1
→ 5.6%	8.9%	17.0%	0.8%	-1.2%	-3.2%	9.7%	8.8%	-2.4%
23: COCCCN=Cc1c(C)[nH]n(-c2ccc(Br)c(C)c2)c1=O
→ 2.5%	3.8%	4.5%	0.5%	4.4%	-1.5%	-2.2%	-5.3%	3.6%
24: Oc1ccc(Cl)cc1C=Nc1ccc2c3c(cccc13)CC2
→ 12.9µM*	23.5%	nt	2.7%	60.3%	1.3%	15.6%	-4.4%	0.1%
25: CCc1nnc(NC(=O)CSc2nnc(Cc3ccccc3)n2Cc2ccccc2)s1
→ 8.5%	6.5%	7.5%	1.8%	-0.8%	-5.7%	6.1%	3.6%	-0.3%
26: O=C(NC(=S)N1CCc2ccccc21)c1ccccc1Cl
→ 9.9%	6.8%	-1.1%	-0.4%	-1.1%	2.2%	7.2%	2.5%	-0.6%
27: CS(=O)(=O)N(CCCC(=O)N1CCCCCC1)c1cccc(Cl)c1
→ 13.7%	4.4%	-5.4%	1.3%	-0.6%	nt	-0.2%	4.5%	-1.6%
28: CCOC(=O)c1c(COC(=O)c2ccco2)nc2ccccc2[n+]1[O-]
→ 12.5%	-0.4%	8.9%	1.5%	3.3%	nt	1.6%	7.2%	-0.4%
29: Cc1ccc(F)cc1NC(=O)c1cccc2nccnc12
→ 12.7%	9.5%	-6.9%	14.6%	-3.5%	-8.8%	1.0%	-41.4%	2.2%
30: CN(c1ccccc1)S(=O)(=O)c1ccc2[nH]c(=O)oc2c1
→ -1.8%	10.3%	8.5%	5.5%	3.2%	7.1%	-0.4%	-10.7%	0.0%

Part of the list above in order of length of the SMILES, high to low:
Every second line gives: Rac1 GTP hydrolysis	Large T inhibition	GPR35 arrestin U2OS	RSV antiviral HEp-2	HIV fusion peptide	Dengue-2 NS5 capping	PhoP inhibition	GPR55 LPI antagonism	K1F lysis inhibition
16: Cc1ccccc1N1C(=O)CC(N2CCN(C(=O)c3ccco3)CC2)C1=O (configuration not stated)
→ 4.7%	0.4%	5.8%	0.7%	-0.1%	-3.9%	-1.6%	0.0%	1.8%[50 µM]
23: COCCCN=Cc1c(C)[nH]n(-c2ccc(Br)c(C)c2)c1=O
→ 2.5%	3.8%	4.5%	0.5%	4.4%	-1.5%	-2.2%	-5.3%	3.6%
7: S=C(Nc1ccccc1)N(Cc1ccccc1)Cc1ccncc1
→ 3.6%	5.7%	0.7%	1.6%	0.8%	-3.0%	-4.7%	4.0%	0.0%
29: Cc1ccc(F)cc1NC(=O)c1cccc2nccnc12
→ 12.7%	9.5%	-6.9%	14.6%	-3.5%	-8.8%	1.0%	-41.4%	2.2%
3: C/C(=N\NC(=O)Cc1cccn1C)c1cccs1
→ 12.3%	5.3%	-0.5%	2.5%	1.7%	1.4%	5.3%	6.3%	-1.0%

Next part
Every second line gives: Rac1 GTP hydrolysis	Large T inhibition	GPR35 arrestin U2OS	RSV antiviral HEp-2	HIV fusion peptide	Dengue-2 NS5 capping	PhoP inhibition	GPR55 LPI antagonism	K1F lysis inhibition
31: CCN(C(=O)N1CCOCC1)c1ccccc1C
→ 16.3%	24.6%	6.7%	1.6%	2.1%	5.0%	-4.4%	1.8%	-0.7%
32: O=C(Nc1ccc(Cl)cc1)C1CCCN(S(=O)(=O)c2cnc[nH]2)C1 (configuration not stated)
→ 0.4%	2.2%	9.1%	3.1%	-2.9%	-1.5%	-11.1%	-6.2%	5.1%
33: COc1ccc(CC(=O)OCCc2cc3cc(OC)c(OC)cc3c(=O)o2)cc1
→ 2.4%	nt	nt	-0.9%	nt	2.5%	nt	nt	0.6%
34: CC(C)(C)NC(=O)CN(C(=O)c1snc(C(=O)NC2CCCCC2)c1N)c1ccc(F)cc1
→ -1.2%	7.3%	-17.7%	4.1%	0.2%	3.6%	-1.6%	-13.0%	0.2%
35: CCOc1ccc(NC(=O)N2CCC(NC(=O)C(Cc3cccc(F)c3)NC(C)=O)CC2)cc1 (configuration not stated)
→ 4.1%	3.4%	15.6%	0.1%	-1.4%	0.8%	-3.8%	-7.6%	0.1%
36: Cc1cc(C=O)c(C)n1-c1ccc(NC2CCCC2)c([N+](=O)[O-])c1
→ -0.6%	10.0%	nt	18.6%	nt	14.9%	nt	nt	0.0%[50 µM]
37: Fc1ccc(/C=N\Nc2cccc(F)c2)cc1
→ 15.3%	8.3%	3.0%	0.2%	1.4%	5.0%	-2.9%	-13.6%	0.3%
38: CC1CN(CCc2ccccc2)c2nc3c(c(=O)n(C)c(=O)n3C)n2C1 (configuration not stated)
→ 9.2%	-5.2%	17.0%	-0.5%	-0.8%	1.8%	3.2%	-19.6%	0.1%
39: Cc1ccc(NC(=O)CN(C)Cc2nc3c(Br)cc(Br)cc3c(=O)[nH]2)cc1
→ 2.3%	1.9%	3.5%	10.9%	5.9%	-6.0%	0.1%	-9.8%	-0.2%
40: O=C(Nc1nc(=O)c2ccccc2s1)c1ccc(F)cc1
→ 14.4%	14.4%	-0.9%	1.6%	-0.3%	4.1%	0.4%	7.1%	2.7%
41: COc1ccc(C(=O)NC(=S)NCCc2ccccc2)cc1
→ 11.2%	3.4%	7.1%	4.1%	1.3%	-11.8%	-2.2%	-1.1%	-0.1%
42: O=C(O)CSCC(=O)NCc1ccccc1
→ 9.3%	-3.9%	7.7%	1.1%	11.7%	0.7%	11.6%	9.6%	0.3%
43: CCC1C/C(=C\c2cc(OC)c(OC)cc2OC)C(=O)/C(=C/c2cc(OC)c(OC)cc2OC)C1 (configuration not stated)
→ -0.7%	6.7%	1.1%	-2.2%	14.4%	-40.4%	-1.9%	17.7%	0.3%
44: O=C(Nc1cccc(S(=O)(=O)N2CCCCC2)c1)c1cccs1
→ 7.4%	12.4%	10.2%	6.8%	-0.4%	3.9%	1.9%	21.6%	1.2%[50 µM]
45: Nc1nnn(CC(=O)N/N=C/c2ccncc2)n1
→ nt	6.0%	3.7%	3.4%	0.3%	nt	-0.5%	-12.4%	nt
46: COc1ccc(OC)c(Nc2nc(N)nc(-c3cc4ccccc4o3)n2)c1
→ 6.6%	8.0%	11.5%	2.9%	-2.7%	6.1%	9.7%	-0.3%	0.2%
47: Cc1ccc(S(=O)(=O)N2CCOCC2)cc1C(=O)NCc1ccccn1
→ 3.0%	nt	nt	-0.5%	nt	-4.5%	nt	nt	0.1%[50 µM]
48: O=[N+]([O-])c1ccc(C(O)CN2CCN(Cc3ccccc3)CC2)cc1 (configuration not stated)
→ 6.6%	19.9%	8.7%	-0.7%	-0.3%	-4.8%	3.4%	-5.7%	-0.1%
49: O=C1C2C3C=CC(C2C(=O)N1c1nccs1)C1C(=O)N(c2nccs2)C(=O)C31 (configuration not stated)
→ 10.0%	3.6%	-4.9%	-0.8%	4.9%	-12.4%	0.8%	12.5%	0.1%
